# CSM14.1 death rescue: rescue of cells from ER stress-induced death, primary screen, 384-well, CSM14.1, thapsigargin, ATP luminescence (AID 1222). 190,000 tested, under 10 active. one-dose cellular ATP content (survival), % at 20 µM; EC50 in µM for titrated hits. CSM14.1 thapsigargin-induced death rescue, ATP luminescence; higher % means a stronger effect;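 active = EC50 below 50 µM in the dose-response confirmation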;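 also: death triggered by thapsigargin at about 15 µM added after 2 h compound pretreatment; cell ATP read after overnight thapsigargin exposure of roughly 18 to 22 hours; normalized against plate controls of thapsigargin alone and 5% DMSO vehicle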
# Autophagy HCS: autophagy modulators in MEF cells, primary screen, imaging, high-content, MEF GFP-LC3; MEF GFP-LC3 puncta imaging; test concentration mostly 10 µM; hit rate 0.98% among 190,000; calls only at 10 µM (by protocol);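 active = percentage of spot-positive cells more than 3 SD above its plate mean, without a fluorescence outlier flag or 80% toxicity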;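 also: spot-positive cell cutoff set from DMSO-treated cells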
# bCat nuc transl: modulators of beta-catenin nuclear translocation, primary screen, imaging, HeLa cells, immunofluorescence, high-content; AID 1665, 2009; hit rate 0.3% among 190,000; nuclear translocation activity, % at 5 µM;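 active = nuclear translocation activity above 50% at 5 µM, with a well cell count of 50 or more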;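 also: per-cell ratio of nuclear to cytoplasmic median beta-catenin stain intensity; plate controls were DMSO negative control for no effect and GSK-3 inhibitor IX positive control for full effect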
#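 test system = HeLa cells, endogenous beta-catenin | dosing = single 5 µM dose plus 0.02–20 µM confirmation series | times = compound treatment 24 h, 37°C, 5% CO2 | technique = beta-catenin immunofluorescence imaging with DAPI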
# K1F lysis inhibition: inhibition of K1F phage lysis, E. coli UTI89, bacterial capsule biogenesis inhibitors, alamar blue (AID 488966). hit rate 0.02% among 340,000. E. coli UTI89 K1F phage lysis, alamar blue, 2 h; higher % means a stronger effect. inhibition, % at 100 µM, or IC50 in µM where a hit was titrated;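 active = phage lysis inhibition, versus mean bacterial control, above a set limit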;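 also: capsule biogenesis inhibitors block K1F phage lysis so surviving cells raise fluorescence; higher fluorescence means more inhibition of phage lysis; actives were called in the ten point dose series up to 300 µM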
# Dynein transport: inhibitors of GR-EGFP nuclear translocation, primary screen, dynein cargo transport inhibitor project, imaging, high-content, 3617.4 mouse cells; z-score, hits read low; hit rate 0.47% among 220,000; test concentration mostly 20 µM; stimulated with dexamethasone, 1 µM; stronger effect = lower value;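 active = plate z-score of nuclear minus cytoplasmic receptor signal below a set negative limit, without overly bright fluorescence or cell loss, cut at about -3.5 in these data, passing the limit was not always enough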;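 also: z-score of nuclear minus cytoplasmic ring GR-EGFP intensity difference per well; some compounds called inactive have numbers as strong as hits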
#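 Medium: Induction medium lacking tetracycline, stripped serum | Probe or stimulus: 1.0 µM final dexamethasone stimulus | Schedule: 48 h induction, then 1 h compound, then 30 min agonist, 37 °C | Signal: Automated 10x imaging of fixed Hoechst-stained cells | Evaluation: Per-cell GR-EGFP intensity, nucleus versus surrounding cytoplasmic ring, well-averaged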
# M17LAP inhibition: P. falciparum M17LAP inhibitors, primary screen, biochemical, fluorogenic H-Leu-NHMec substrate, 1536-well (AID 1619); Leucine aminopeptidase (Plasmodium falciparum (isolate 3D7)); recombinant M17LAP, H-Leu-NHMec fluorogenic kinetic assay; higher % means a stronger effect; inhibition, % at 30 µM; hits with a dose series show IC50 in µM; hit rate 0.38% among 220,000;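 active = compound inhibiting the enzyme by more than half at any dose during confirmatory dose-response retesting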;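 also: plate controls were full reaction with DMSO carrier for no effect and no enzyme background for full effect; strong numbers were not always called active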
# P. falciparum M1AAP: P. falciparum M1AAP inhibitors, biochemical, fluorogenic H-Leu-NHMec substrate, 1536-well (AID 1445) | one-dose inhibition, % at 30 µM; IC50 in µM for titrated hits | hit rate 0.42% among 220,000 | Aminopeptidase N (Plasmodium falciparum (isolate 3D7)) | recombinant M1AAP, H-Leu-NHMec fluorogenic kinetic assay; higher % means a stronger effect;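 active = primary inhibition above the hit cutoff, then over 50% inhibition at one or more dose response concentrations, cut at about 23% in these data, passing the limit was not always enough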;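 also: plate controls were DMSO full reaction for no effect and no enzyme background for full effect; strong numbers were not always called active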
# MT stabilizer: microtubule stabilizers in HeLa cells, primary screen, imaging, high-content imaging; HeLa tubulin immunostaining HCS, 24 h; share of cells brighter than vehicle mean+2SD; % tubulin-high responders, % at 10 µM; hit rate 0.83% among 200,000; AID 2205, 2009;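 active = plate Z-score above 3 for both tubulin-high and condensed-nucleus cell shares, with cell loss under 80%, at 10 µM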;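 also: anti alpha tubulin signal scored within the nucleus-defined area of each cell; some results filed as inactive read as strong as hits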
# Ins promoter up: insulin promoter activators in MIN6 cells, imaging, high-content screening, mouse beta cells. MIN6 insulin promoter-GFP reporter; stronger effect = higher value. z-score at 5 µM. hit rate 0.3% among 190,000;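 active = z-score above 3 at 5 µM with at least 500 cells counted in the well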
# Dynein transport cytoplasmic EGFP: recorded beside Dynein transport, whose call it bears; z-score; measured here: cytoplasmic GR-EGFP intensity; stronger effect = higher value
# Dynein transport nuclear GR-EGFP: also measured in Dynein transport; calls as there; z-score; measured here: nuclear GR-EGFP intensity;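 lower value marks the stronger effect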
# Dynein transport cell count: also measured in Dynein transport; calls as there; z-score; measured here: cell count per field
# Ins promoter up cell count: further read-out of Ins promoter up, marked with its call; cell count; measured here: cytotoxicity, nuclei count;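 total cells summed across four imaged fields per well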
# bCat nuc transl cell count 5 µM: second read-out of bCat nuc transl, no call of its own (marks repeat the call); cell count; measured here: cell count, cytotoxicity flag
# MT stabilizer Hoechst-high %: also measured in MT stabilizer; calls as there; % Hoechst-high responders; measured here: nuclear condensation Hoechst responders;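 share of cells brighter than vehicle mean plus two SD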
# MT stabilizer cytotoxicity %: further read-out of MT stabilizer, marked with its call; toxicity, %; measured here: cytotoxicity by cell density;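 0% = mean cell density of plate MIN control wells and 100% = no cells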
# Autophagy HCS cell loss 18 h: also measured in Autophagy HCS; calls as there; toxicity, %; measured here: cell loss, nuclei count;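 cell loss after 18 h compound exposure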
# Numbers without * were called inactive; i = inactive; . = not tested or not shown.
# Values in the order – CSM14.1 death rescue	Autophagy HCS	Autophagy HCS cell loss 18 h	bCat nuc transl	bCat nuc transl cell count 5 µM	K1F lysis inhibition	Dynein transport	Dynein transport cytoplasmic EGFP	Dynein transport nuclear GR-EGFP	Dynein transport cell count	M17LAP inhibition	P. falciparum M1AAP	MT stabilizer	MT stabilizer Hoechst-high %	MT stabilizer cytotoxicity %	Ins promoter up	Ins promoter up cell count
- COc1ccc(-c2oc3ncn4nc(COc5ccccc5)nc4c3c2-c2ccc(OC)cc2)cc1
→ -2.0%	i	3	.	.	1.0%	-1.3	-0.14	-1.2	0.44	-8%	9%	2.5	0.9	2.2	.	.
- Cc1[nH]c2ccccc2c1C(=O)C(=O)N1CCN(C)CC1
→ .	i	-4	2.3	992	0.2%	-0.42	-0.27	-0.069	0.53	6%	4%	1.1	1.8	8.9	0.5	1169
- COc1ccc(Cc2nnc(N/N=C/c3ccc(O)cc3)[nH]c2=O)cc1OC
→ -0.4%	i	2	-0.3	1063	-10%	-0.084	-0.28	-0.16	0.4	3%	-4%	11	1.5	25	0.7	1351
- CCOC(=O)CN1C(=O)S/C(=C/c2ccc(O)c([N+](=O)[O-])c2)C1=O
→ -1.7%	i	9	-2.2	1179	0.0%	-0.17	-0.25	0.31	-0.71	31%	15%	1.6	2.3	3.2	0.05	1382
- O=C(O)Cn1c(SCc2cccc3ccccc23)nc2ccccc21
→ -0.7%	i	-2	-1.5	1352	-0.1%	-0.55	0.075	-0.89	-0.037	5%	12%	3.4	1.4	7.2	0.04	1588
- O=C(Nc1ccccc1C(F)(F)F)c1cc(S(=O)(=O)N2CCC3(CC2)OCCO3)ccc1F
→ -0.4%	i	0	-6.0	959	12%	-0.63	-0.12	-0.037	-0.8	-3%	2%	6.3	3.3	7.7	1.4	1528
- CCOc1cc(/C=N/NC(=O)Nc2ccccc2)ccc1O
→ -0.3%	i	9	0.5	1000	0.1%	-0.62	-0.31	-0.37	0.28	9%	9%	2.2	2.3	8.3	.	.
- CC(=O)NNC(=S)Nc1cccc(F)c1
→ .	.	.	-0.1	1302	.	0.24	-0.21	-0.14	-0.71	4%	0%	.	.	.	-0.14	1106
- COC(=O)c1ncccc1SC
→ -0.8%	i	11	-1.6	965	0.1%	1	-0.17	1.1	-1.9	-7%	3%	2.5	2.3	5.3	0.64	1381
- CCOC(=O)C1=C(C)N=C2c3ccccc3C(=O)C2C1c1ccc(C)cc1 (stereo unspecified)
→ -0.7%	i	32	-1.6	1379	-0.3%	0.77	-0.16	-0.064	-0.46	-10%	8%	1.9	1.8	7.2	2.5	1493
- O=C(CN(Cc1ccccc1)S(=O)(=O)c1ccccc1)NC1CC1
→ -1.6%	i	-3	0.0	1171	0.2%	-0.15	-0.22	-0.13	0.75	-1%	10%	2.9	2.2	4.1	.	.
- O=C(NNc1cc(Cl)ccc1Cl)c1cccs1
→ .	.	.	-0.7	1027	.	0.83	0.068	0.34	0.21	3%	-3%	.	.	.	.	.
- CCN(CC)CCn1c(=S)[nH]c2cc3c(cc2c1=O)OCO3
→ -0.9%	i	-1	-1.3	1346	-1.8%	-0.45	-0.18	-0.36	0.54	5%	5%	2.1	0.9	1.3	0	1206
- COc1ccc(C2N3CC4(C)CN2CC(C)(C3)C4)cc1OC (stereo unspecified)
→ 2.2%	i	0	.	.	0.3%	1.1	-0.27	0.84	0.69	0%	-3%	1.4	2.1	9.6	.	.
- Cc1nnc2sc(-c3cccc4ccccc34)nn12
→ 3.9%	i	-9	1.1	636	0.1%	3.1	0.11	2.3	-2.7	-1%	1%	12	2.0	14	0.87	1087
- CCN(CCn1cccn1)C(=O)CCc1nnc(CCCc2ccccc2)o1
→ 1.6%	i	8	-0.4	1636	-0.1%	-0.36	-0.3	0.1	1	-11%	1%	1.2	1.3	7.2	.	.
- CC(C)CCNC(=O)C(C)N(Cc1ccc(F)cc1)C(=O)c1ccc(CN2CCCCC2)o1 (stereo unspecified)
→ .	i	3	.	.	-1.3%	0.039	-0.24	0.7	0.32	9%	1%	3.3	1.5	12	.	.
- Cc1cc(C)n(-c2ccc(C(=O)NCCCN3CCOCC3)cc2)n1
→ 0.7%	i	-7	-3.5	1154	-0.2%	0.63	-0.26	-0.045	0.022	30%	10%	2.6	1.4	5.0	-0.36	1204
- NS(=O)(=O)c1ccc(Nc2nc(-c3ccc(F)cc3)cs2)cc1
→ -1.8%	i	4	4.2	918	.	0.31	-0.26	0.67	-1.2	-1%	8%	3.9	3.6	6.9	-0.55	1078
- Cn1cnnc1Sc1ccc(/C=C/C(=O)c2ccc(O)cc2)cc1[N+](=O)[O-]
→ -0.1%	i	0	0.9	1543	0.2%	-0.28	-0.17	-0.35	0.17	17%	21%	2.1	1.5	4.5	.	.
- Cn1nc(OCc2ccccc2)ccc1=O
→ -0.4%	i	-12	-3.6	1018	-0.1%	-0.21	-0.21	0.33	0.49	-6%	1%	2.8	1.6	3.2	0.6	1341
- Cc1ccc(NC(=O)c2ccc3c(c2)[nH]c(=O)n3C(C)C)cc1
→ -0.1%	i	11	-1.1	1167	-2.9%	-0.065	-0.27	0.41	0.07	1%	3%	2.5	2.7	4.9	-0.19	1145
- Cc1ccc(-n2c(=O)c3c4c(sc3n3c(=S)[nH]nc23)CCC4)cc1
→ .	.	.	-3.4	1196	.	-0.51	-0.23	-0.26	0.73	-3%	1%	.	.	.	-0.52	1420
- COc1ccc(CC(=O)NNC(=O)c2ccc(SCc3cc(F)ccc3F)c([N+](=O)[O-])c2)cc1
→ -1.5%	i	-4	1.5	1383	-1.4%	-0.21	-0.2	-0.25	0.28	8%	-3%	1.4	0.9	4.6	-0.66	1530
- O=c1c2cc(Cl)ccc2nc(-c2ccc(Cl)c(Cl)c2)n1O
→ .	.	.	1.6	1290	0.2%	-3	0.94	-1.2	-5	-9%	-5%	.	.	.	-0.68	1089
- CC(=O)N1CCC2(CC1)NC(=O)N(c1ccccc1)N2
→ -0.9%	i	-3	.	.	0.8%	-0.44	-0.18	-0.37	0.29	1%	-2%	1.8	4.1	8.4	-0.25	1224
- CCCCCCCCCC(=O)NNC(=O)c1c(O)c2ccccc2n(CCC)c1=O
→ 0.9%	i	-4	0.0	943	-0.3%	0.57	1.6	1.2	-1.2	0%	2%	4.5	1.9	9.3	0.58	1504
- CCOC(=O)N1CCN(c2c(NCCCN(C)c3ccccc3)c(=O)c2=O)CC1
→ -0.1%	i	-32	.	.	-1.2%	-0.15	-0.26	-0.032	0.4	-4%	7%	2.5	3.8	5.0	-0.24	978
- CC(=O)N1CCN(C(=O)c2cccc(S(=O)(=O)Nc3ccc(C)cc3)c2)CC1
→ -1.0%	i	-4	1.3	1111	1.2%	-0.63	-0.23	-0.32	1.8	-2%	-1%	3.7	3.0	3.9	0.09	1287
- Cc1occc1C(=O)NC1CCCCCC1
→ -2.4%	i	2	-5.8	881	0.0%	0.45	-0.22	0.48	-0.54	5%	-10%	4.3	2.8	8.1	-0.44	1332
- CC12CCC(C(=O)N(NC(=O)c3ccccc3Cl)C1=O)C2(C)C (stereo unspecified)
→ -5.2%	i	6	2.2	897	0.2%	1.9	-0.034	1.5	-2	10%	1%	3.5	1.9	3.6	.	.
- COC(=O)C1=NN(C(=O)c2ccc(Br)cc2)C(O)(C(C)(C)C)C1 (stereo unspecified)
→ -0.9%	i	11	0.0	1031	-0.6%	-1.6	3.5	0.21	0.54	6%	53%	3.5	2.6	7.4	0.2	1598
- CCOC(=O)c1c(/N=C/N(C)C)sc(C=O)c1-c1ccccc1
→ 1.8%	i	9	-0.8	1063	0.0%	-0.57	-0.26	0.041	0.05	-2%	5%	4.5	1.8	15	-0.37	1225
- O=C(c1ccncc1)c1ccc(N2CCN(C3CC(=O)N(Cc4cccs4)C3=O)CC2)cc1 (stereo unspecified)
→ -1.1%	i	7	-2.0	1092	-0.1%	-1.3	-0.33	-0.36	0.98	-2%	4%	2.9	1.7	0.2	-0.46	1507
- COc1ccc(N2CCC(CNS(=O)(=O)c3cccc(C(F)(F)F)c3)C2)cc1 (stereo unspecified)
→ .	i	-3	.	.	0.5%	0.48	-0.22	0.23	-0.089	8%	-1%	2.5	1.7	6.2	-0.05	1277
- CC(C(=O)Nc1ccc2c(c1)OCO2)N(c1ccc(Cl)cc1)S(C)(=O)=O (stereo unspecified)
→ 1.8%	i	-12	-0.7	1092	-0.2%	-0.7	-0.19	-0.031	0.34	-1%	-3%	3.5	2.2	8.1	1.9	1169
- CCOC(=O)c1ccc(NC(=O)CSc2ccc(-c3cccnc3)nn2)cc1
→ 0.2%	i	-3	-1.7	1084	0.3%	-0.24	-0.33	-0.31	0.96	9%	8%	3.2	1.8	6.3	0.43	1266
- COC(=O)c1ccc2c(c1)N(Cc1cc(C)ccc1C)C(=O)c1ccccc1S2=O (stereo unspecified)
→ -2.6%	i	5	1.1	534	.	-0.42	-0.24	0.42	0.69	5%	-2%	4.0	1.9	11	1.3	1299
